# UTI89 phage lysis: inhibition of K1F phage lysis, E. coli UTI89, bacterial capsule biogenesis inhibitors, alamar blue (AID 488966); hit rate 0.02% among 340,000; E. coli UTI89 K1F phage lysis, alamar blue, 2 h; higher % means a stronger effect; inhibition, % at 100 µM; hits with a dose series show IC50 in µM;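 active = phage lysis inhibition, versus mean bacterial control, above a set limit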;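 note: capsule biogenesis inhibitors block K1F phage lysis so surviving cells raise fluorescence; higher fluorescence means more inhibition of phage lysis; actives were called in the ten point dose series up to 300 µM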
# XIAP antagonists: XIAP antagonists, biochemical, IAP family, fluorescence polarization (AID 1018) | E3 ubiquitin-protein ligase XIAP (Homo sapiens) | XIAP BIR domain, fluorescence polarization peptide displacement; higher % means a stronger effect | displacement, % at 20 µM, or IC50 in µM where a hit was titrated | hit rate 0.007% among 200,000; in the data active = displacement above about 50%; note: a part of the inactive calls stands beside numbers as strong as those of hits
# M1AAP inhibition: P. falciparum M1AAP inhibitors, biochemical, fluorogenic H-Leu-NHMec substrate, 1536-well (AID 1445). one-dose inhibition, % at 30 µM; IC50 in µM for titrated hits. Aminopeptidase N (Plasmodium falciparum (isolate 3D7)). recombinant M1AAP, H-Leu-NHMec fluorogenic kinetic assay; higher % means a stronger effect. hit rate 0.42% among 220,000;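 active = primary inhibition above the hit cutoff, then over 50% inhibition at one or more dose response concentrations, cut at about 23% in these data, passing the limit was not always enough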;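 note: plate controls were DMSO full reaction for no effect and no enzyme background for full effect; strong numbers were not always called active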
# human PMI inhibition: inhibitors of human PMI, primary screen, biochemical, fluorescence intensity, coupled assay (AID 1209). Mannose-6-phosphate isomerase (Homo sapiens). inhibition, % at 20 µM; hits with a dose series show IC50 in µM. purified PMI enzyme, coupled fluorescence intensity; higher % means a stronger effect. hit rate 0.42% among 190,000;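 note: plate controls were DMSO vehicle for no effect and wells lacking substrate for full effect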
# M17LAP inhibition: P. falciparum M17LAP inhibitors, primary screen, biochemical, fluorogenic H-Leu-NHMec substrate, 1536-well (AID 1619). Leucine aminopeptidase (Plasmodium falciparum (isolate 3D7)). recombinant M17LAP, H-Leu-NHMec fluorogenic kinetic assay; higher % means a stronger effect. inhibition, % at 30 µM, or IC50 in µM where a hit was titrated. hit rate 0.38% among 220,000;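 active = compound inhibiting the enzyme by more than half at any dose during confirmatory dose-response retesting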;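 note: plate controls were full reaction with DMSO carrier for no effect and no enzyme background for full effect; strong numbers were not always called active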
# TNAP activation fold: human TNAP enzyme activators, primary screen, biochemical, luminescent, no phosphate acceptor, uHTS (AID 1001); Alkaline phosphatase, tissue-nonspecific isozyme (Homo sapiens); purified TNAP, luminescent activation assay, no phosphate acceptor; higher activation fold means a stronger effect; activation fold at 20 µM, or EC50 in µM where a hit was titrated; hit rate 0.03% among 200,000; in the data active = activation fold from about 3, or a potency from the dose series; inactive = the rest, 99 in 100 with activation fold below about 1.6; note: many of its hits are not listed in these tables
# Hep lipid drop: inhibitors of hepatocyte lipid droplet formation, primary screen, imaging, high-throughput imaging, BODIPY stain. AML12 mouse hepatocytes, oleate lipid droplets. inhibition, % at 6.5 µM. hit rate 0.4% among 240,000;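 active = lipid droplet intensity inhibited by at least 50%, with more than 500 cells counted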
#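 System: AML12 hepatocytes (mouse). Probe or stimulus: oleic acid at 100 µM to induce lipid droplet formation. Times: overnight treatment with compound plus oleate. Detection: Image-based BODIPY and DAPI two-channel analysis. Evaluation: percent inhibition of filter-corrected integrated lipid droplet intensity per well.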
# SIAH1 antagonists: Siah-1 peptide-binding antagonists, primary screen, biochemical, fluorescence polarization, rhodamine-plectin, uHTS (AID 1817); E3 ubiquitin-protein ligase SIAH1 (Homo sapiens); displacement, % at 20 µM, or IC50 in µM where a hit was titrated; Siah-1 / rhodamine-plectin peptide fluorescence polarization; higher % means a stronger effect; hit rate 0.02% among 290,000;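 active = displacement of at least 50% at 20 µM, with a fluorescence ratio check between 0.3 and a set limit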;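 note: plate controls were Siah plus tracer with DMSO for no effect and tracer alone without Siah for full effect; strong numbers were not always called active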
# PMI inhibition: human PMI inhibitors, high substrate, primary screen, biochemical, fluorescence intensity, high mannose 6-phosphate (AID 1220). hit rate 0.66% among 190,000. recombinant PMI enzyme, coupled fluorescence intensity; higher % means a stronger effect. Mannose-6-phosphate isomerase (Homo sapiens). one-dose inhibition, % at 20 µM; IC50 in µM for titrated hits
# Hep lipid drop cells 6.5 µM: also measured in Hep lipid drop; calls as there; cell count; measured here: cell count, cytotoxicity flag;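 cells counted across two imaged fields per well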
# Active calls of the source: *; . = not tested or not shown; [ ] = remark or other dose. Cut-off read from the data, not from the text of the source, unless noted: active = inhibition above about 50%; inactive = the rest.
molecule	UTI89 phage lysis	XIAP antagonists	M1AAP inhibition	human PMI inhibition	M17LAP inhibition	TNAP activation fold	Hep lipid drop	Hep lipid drop cells 6.5 µM	SIAH1 antagonists	PMI inhibition
O=C(CCCOc1ccc(Cl)cc1Cl)N/N=C/c1cccc([N+](=O)[O-])c1	0.1%	-2.3%	3%	12%	6%	1.1	-2	631	1%	2%
COc1cc2c(cc1OC)CN(CC(=O)Nc1ccc3c(c1)OCO3)CC2	0.4%	-2.0%	2%	2%	7%	1.2	.	.	0%	-3%
O=S(=O)(Cc1ccccc1Cl)Nc1ccccn1	0.4%	-2.5%	6%	1%	9%	1	-3	766	-2%	-1%
CC(=O)Nc1ccc(NC(=O)C2CC(=O)N(Cc3ccccc3)C2)cc1 (stereo not given)	0.5%	-1.0%	3%	-8%	5%	1.1	5	682	-2%	-6%
CCOC(=O)C1=C(c2ccccc2)NC(=S)NC1c1cccc([N+](=O)[O-])c1 (stereo not given)	2.1%[50 µM]	-2.1%	1%	24%	0%	1.1	24	683	5%	7%
N/C(=N\OC(=O)CCN1C(=O)c2ccccc2C1=O)c1ccccn1	-0.3%	-6.6%	-1%	-2%	-4%	1.1	17	660	0%	5%
CC(Sc1nc(N)cc(=O)[nH]1)C(=O)NC1CCCCC1 (stereo not given)	0.1%	0.2%	7%	1%	-4%	1.1	-3	782	4%	-1%
O=c1c2ccccc2c(-c2n[nH]c(=S)o2)nn1Cc1ccccc1	-2.4%	-2.7%	14%	-50%	26%	1	6	686	-10%	-74%

# Reprinted from the part before: 2 entries; new compounds follow.
molecule	UTI89 phage lysis	XIAP antagonists	M1AAP inhibition	human PMI inhibition	M17LAP inhibition	TNAP activation fold	Hep lipid drop	Hep lipid drop cells 6.5 µM	SIAH1 antagonists	PMI inhibition
CC(Sc1nc(N)cc(=O)[nH]1)C(=O)NC1CCCCC1 (stereo not given)	0.1%	0.2%	7%	1%	-4%	1.1	-3	782	4%	-1%
O=c1c2ccccc2c(-c2n[nH]c(=S)o2)nn1Cc1ccccc1	-2.4%	-2.7%	14%	-50%	26%	1	6	686	-10%	-74%
O=C(NCCC1=CCCCC1)NC1CCCCC1	1.5%	1.7%	7%	-8%	4%	1.1	5	704	0%	-6%
O=C(CCc1ccccc1)Nc1ccc(NC(=O)c2ccco2)nc1	4.7%	-0.1%	4%	-3%	2%	1	.	.	-3%	-4%
CCN(CC)S(=O)(=O)c1ccc2c(c1)nc(SC(C)C(N)=O)n2-c1ccc(OC)cc1 (stereo not given)	0.4%	-14%	1%	10%	15%	1.1	-28	816	0%	-4%
Cc1cc(C)cc(C(=O)NCC(=O)OCC(=O)N2CCN(S(=O)(=O)c3ccc4ccccc4c3)CC2)c1	2.1%	-4.2%	1%	5%	-5%	1.1	-27	443	-1%	-6%
COc1ccc(CNCCNC(=O)c2nonc2N)cc1OC	-0.2%	-13%	1%	-10%	-2%	1.1	2	745	17%	-9%
Cc1nc(C(=O)NCc2ccccc2)sc1C1(C)CC(c2cccc([N+](=O)[O-])c2)=NO1 (stereo not given)	1.1%	.	17%	.	5%	.	-10	742	-2%	.
O=C(/C=C/c1ccccc1)Nn1cnc2ccccc2c1=O	2.8%	-7.2%	1%	4%	8%	1.1	3	686	-3%	-2%
CC(=O)Nc1cccc(C(=O)N/N=C/c2ccc(F)cc2)c1	0.1%	-2.0%	2%	3%	0%	1	-29	374	11%	-8%
CCOc1ccc(/C=C/C(=O)c2cc(Br)ccc(=O)c2O)cc1	0.3%[50 µM]	-7.3%	1%	-59%	50%	0.9	-44	673	26%	-104%
CC1CCCCC1NC(=O)Cn1nnc(-c2ccc(Cl)cc2)n1 (stereo not given)	-1.2%	-8.6%	-2%	12%	5%	1.2	0	622	3%	18%
Cc1cc(-c2ccccc2C(=O)O)on1	0.1%	-2.5%	2%	7%	3%	1.1	.	.	-7%	14%
CCC1Oc2ccc(C)cc2N(Cc2cccc(C)c2)C1=O (stereo not given)	3.2%	-2.1%	0%	9%	-8%	1.1	.	.	-5%	9%
CN(C)CCN=c1cc(-c2ccccc2)oc2ccc(Cl)cc12	0.2%	-1.3%	2%	-8%	8%	1.2	-6	681	11%	-8%
Cc1nn(-c2ccccc2)c2c1C(c1c(C)[nH]c(C#N)c1C)C(C#N)=C(N)O2 (stereo not given)	-1.5%	0.3%	7%	19%	20%	1	5	700	-1%	-1%
Fc1ccc(NCc2nnc(SCc3ccccc3)o2)cc1	0.1%	1.1%	.	20%	.	1.1	-18	635	-4%	26%
COC(=O)c1ccc(CN2[C@H](C(=O)OC)C[C@@]3(O)[C@H](O)[C@H](O)[C@H](O)C[C@@H]23)cc1	3.0%	.	7%	.	-5%	.	3	708	3%	.
COc1ccc(N2CCN(C3=CC(=O)N(c4cccc(Cl)c4)C3=O)CC2)cc1	0.4%	-3.6%	6%	4%	6%	1.1	18	699	-7%	8%
Cc1ccc(S(=O)(=O)N2CCCCC2)cc1NC(=O)CSCC(=O)O	0.2%	-3.3%	-4%	-21%	-6%	1.1	7	694	2%	-14%
CCc1ccc(NC(=O)C[n+]2cc(-c3ccc(C)cc3)n3c2CCC3)cc1	.	.	1%	.	0%	.	6	730	1%	.
COc1ccc(S(=O)(=O)NCCSC(C)(C)C)c(Cl)c1Cl	0.7%	-4.0%	1%	15%	14%	1	2	754	-3%	11%
Cc1noc(C)c1COc1ccc(C(=O)Nc2cccnc2)cc1	0.2%	-3.9%	-1%	-36%	-2%	1.1	24	730	3%	-34%
CCc1ccc(S(=O)(=O)NCCc2csc(C)n2)s1	0.2%	-2.2%	6%	0%	-5%	1	1	679	2%	1%
CC(C)Cc1cc(C(=O)NCc2cccnc2)no1	5.5%	-8.8%	0%	11%	3%	1	.	.	0%	8%
COc1ccc(-c2onc(C)c2-c2ccc3c(c2)OCCO3)c(O)c1	-0.1%	-9.1%	1%	22%	-4%	1.1	2	693	-4%	17%
O=C(CC1COc2ccccc2O1)NC1CCCCC1 (stereo not given)	1.3%	-0.7%	8%	6%	9%	1	6	703	3%	-4%
CN(C(=O)COc1ccccc1)c1nnc(-c2ccncc2)s1	0.8%	-0.3%	-9%	-8%	-1%	1.1	-6	707	4%	-10%
CCOC(=O)C(=CNc1ccc(C)cc1C)C(=O)OCC	0.1%	-4.7%	0%	14%	-10%	1	15	672	-1%	13%
CN1CCN(C(=O)c2cc3ccccc3oc2=O)CC1	1.1%	1.1%	4%	0%	8%	1.1	.	.	-10%	-4%
Cc1ccc(OCC(=O)Nc2ccc3c(c2)OCO3)c([N+](=O)[O-])n1	3.7%[50 µM]	-12%	6%	-7%	22%	1	24	677	0%	-2%
CCNC(=S)N/N=C(\C)c1ccc(Cl)s1	7.3%	-7.0%	3%	7%	2%	1.5	4	708	-3%	15%
C=CCn1c(CSc2nc3ccccc3s2)nnc1SCC(=O)NCc1ccco1	0.2%	-1.7%	15%	12%	20%	1.1	.	.	20%	6%
COc1cccc(C(CC(=O)Nc2cccc3ccccc23)NC(=O)c2ccccc2)c1 (stereo not given)	-2.1%	-6.4%	1%	8%	-8%	1.6	.	.	-3%	11%
NC(=O)c1ccsc1N	.	-4.6%	2%	-6%	3%	1.1	-1	661	-4%	26%
COc1ccc(CCC(=O)Nc2ccc3c(c2)OCCO3)cc1	-0.2%	-24%	1%	5%	5%	1.1	.	.	-1%	6%
CCOC(=O)c1c(NC(=O)CC)sc(C(=O)N2CCCCC2)c1C	0.6%	-5.9%	1%	3%	6%	1.2	3	718	-1%	-1%
Cc1cc(C)c[n+](CC(=O)c2ccc(NC(=O)c3ccccc3)cc2)c1	0.2%	17%	5%	-18%	3%	1.1	9	704	-3%	-11%
O=C(NCCCn1ccnc1)/C(=C/c1ccco1)NC(=O)c1cccs1	-0.3%	-1.4%	2%	2%	-9%	1.1	-25	687	-6%	17%
CCOC(=O)c1sc(-c2ccc(OC)cc2)cc1NC(C)=O	-0.1%	-2.4%	10%	-1%	21%	1.1	2	585	-1%	-5%
C/C=C/Cn1cccc(C(=O)Nc2ccc(OC)cc2)c1=O	0.1%	-3.1%	13%	7%	24%	1.1	.	.	4%	4%
O=C(c1ccccc1)N(Cc1cccs1)C1CCS(=O)(=O)C1 (stereo not given)	1.6%	-1.3%	12%	-2%	2%	1.1	.	.	1%	34%
COc1cccc(-c2ccc(SCC(=O)NCCc3ccccc3)nn2)c1	0.2%	-4.1%	-3%	2%	2%	1	-3	730	6%	8%
CC(C)(C)c1cc(CN2CCCC(O)C2)c(O)c(C(C)(C)C)c1 (stereo not given)	6.1%	-6.0%	14%	16%	6%	0.9	-4	796	0%	8%
OC(c1nc2ccccc2[nH]1)C(O)C(O)C(O)c1nc2ccccc2[nH]1 (stereo not given)	.	.	8%	.	10%	.	11	684	14%	.
CCN1CNC(=S)N(CCc2ccccc2)C1	3.8%[50 µM]	-2.5%	8%	-9%	10%	1	16	685	-1%	-15%
O=C(NC1CCc2ccccc21)C12CN(Cc3ccccc3)CC1C(c1cccc([N+](=O)[O-])c1)=NO2 (stereo not given)	0.6%	-3.0%	-3%	2%	-12%	0.9	-21	625	-4%	4%
CCOC(=O)c1sc(NC(=O)CN2C(=O)NC3(CCCCCCC3)C2=O)c(C(=O)OCC)c1C	-0.1%	.	0%	.	13%	.	-13	664	2%	.
Cc1ccc(C2C3=C(CCCC3=O)N=C3c4ccccc4C(=O)C32)cc1 (stereo not given)	3.5%	-0.2%	18%	16%	3%	0.9	0	644	7%	20%
COCCNc1nc(SCC(=O)N2CCN(c3ccccc3)CC2)nc2ccccc12	9.4%	-2.7%	10%	-6%	0%	1.1	-11	724	-12%	-5%
COc1ccc(CC(=O)NNC(=S)Nc2ccccc2)cc1Br	-0.2%	-18%	6%	-5%	-7%	2.8	.	.	-3%	-4%
CCOC(=O)/C(C#N)=C\c1cc(C)n(-c2ccccc2)c1C	0.9%	-5.0%	4%	21%	1%	1.1	.	.	0%	19%
CC(C)Cn1ccc(=O)n(CC(C)C)c1=O	0.9%[50 µM]	-11%	7%	18%	-4%	1.1	14	697	-4%	12%

# Not a hit list (roughly 1.9% active in at least one column).
